All columns: NCI-60 one-dose screen, growth in % after 48 h at 10 µM unless noted; 100 = growth as untreated, 0 = no growth, -100 = all killed.
SK-MEL-2: SK-MEL-2 melanoma; 4.7% of 77,000 active
UACC-62: UACC-62 melanoma | 5.4% of 81,000 active | AID 1794756
MDA-MB-435: MDA-MB-435 melanoma; 7.8% of 82,000 active; AID 1794794
SK-MEL-28: SK-MEL-28 melanoma; 4.1% of 81,000 active
MALME-3M: MALME-3M melanoma | 5.8% of 78,000 active | AID 1794766
UACC-257: UACC-257 melanoma | 4.4% of 78,000 active | AID 1794764
SK-MEL-5: SK-MEL-5 melanoma; AID 1794755; 6.4% of 80,000 active
LOX IMVI: LOX IMVI melanoma; 7.4% of 79,000 active
The depositor's hits bear a star; / = not tested or not shown; & = joins results of further samples; ! = not confirmed by another sample; [ ] = another dose, or the depositor's remark. Rule for the calls: active = growth percent below 10; inactive = the rest.

The line under a structure holds: MALME-3M	MDA-MB-435	UACC-62	SK-MEL-28	SK-MEL-2	LOX IMVI	UACC-257	SK-MEL-5
- CSc1[nH]n(C2=Nc3ccccc3Sc3ccccc32)c(=O)c1C#N
→ 130	107	90	109	109	88	106	99
- N#C/C(=C\c1ccc([N+](=O)[O-])s1)c1nc2cc(Br)ccc2s1
→ -81*	0.2*	17	12	-41*	-54*	5.4*	-98*
- CCCSc1nc(Nc2ccc(/C(C)=N\NC(N)=S)cc2)c(C#N)c(-c2ccc(OC)cc2)n1
→ 49	71	88	80	90	68	94	58
- C#CCOC(=O)/C=C/c1cn(-c2ccccc2)nc1-c1ccc(C)cc1
→ 91	105	94	109	98	98	82	103
- COc1ccc(C(CC(=O)O)c2c(C)[nH][nH]c2=O)cc1 (configuration not stated)
→ 100	/	95	113	113	104	99	103
- N#Cc1ccc(S(=O)(=O)O)c2ccccc12
→ 123	108	103	112	102	97	109	124
- CCn1c(SCC(=O)c2ccc(OC)cc2)nnc1-c1ccncc1
→ 110	102	98	110	106	101	106	103
- CCOC(=O)c1c(C)nc2c(c1N)CC(=O)N2[C@@H](C)c1ccccc1
→ 85	109	77	115	101	96	101	77
- CCCN1CCN(c2ccc3nc(-c4ccc5nc(-c6ccc(OCC)cc6)[nH]c5c4)[nH]c3c2)CC1
→ 0.6*	28	51	48	79	-95*	40	29
- O=C1c2ccccc2CCC1[n+]1ccccc1 (configuration not stated)
→ 110	117	100	120	60	91	84	104
- CCOC(=O)Nc1ccc2c(c1)C(=O)N(CCOC)c1ccccc1O2
→ 61	-14*	31	63	40	39	62	12
- Cc1nc2ccccc2n1CC1C(=O)NC(=O)NC1=O
→ 106	101	103	108	120	100	101	100
- N=C1c2nc3n(c2C(=O)c2nc4n(c21)CCCCC4)CCCCC3
→ 103	111	110	118	118	92	/	89
- CC1=C(C(=O)O)N2C(=O)[C@@H](NC(=O)C(N)c3ccccc3)[C@H]2SC1 (some centres not stated)
→ /	104	105	114	88	99	106	100
- Cc1ccc(C(=O)CSc2nc3c([nH]2)c(=O)n(C)c(=O)n3C)cc1
→ 93	99	103	98	115	105	104	97
- Cc1[nH]c(C(=O)Nc2ccc(C(=O)NCCN)cc2OC2CCNCC2)c(Cl)c1Cl
→ 90	100	100	104	113	92	101	98
- c1ccc(Cc2c[nH]c3ccccc23)cc1
→ 92	104	94	113	102	85	/	97
- O=C1Nc2ccccc2C12C(=O)Oc1ccccc12 (configuration not stated)
→ 102	106	98	109	115	103	116	103
- COc1ccc(Cn2cc3c(c2-c2ccccc2)CCc2c(CO)noc2-3)cc1N
→ 87	97	94	99	90	98	98	103
- Cc1nn(-c2ccccc2)c2ncnc(N/N=C/c3ccccc3O)c12
→ /	16	-11*	23	35	2.3*	9.8*	-70*
- CC(C)C(C(=O)N(C)CC(O)c1ccc(O)cc1)N1C(=O)/C(=C/c2ccc(Br)cc2)SC1=S (configuration not stated)
→ 94	93	83	102	91	99	92	95
- COC(=O)/C(CCC=C(C)C)=C1\[C@@H](OC(C)=O)C[C@@]2(C)[C@H]1C/C(=N/O)[C@H]1[C@@]3(C)CC/C(=N\O)[C@@H](C)[C@@H]3CC[C@@]12C
→ 119	99	94	111	97	78	118	99
- CSc1nnc(C2=CC(=O)c3ccccc3C2=O)n1-c1ccccc1
→ 85	97	84	105	/	/	87	/
- COc1cc(-c2nc(C(=O)Nc3ccc(F)c(F)c3)nn2-c2ccc(F)c(F)c2)cc(OC)c1OC
→ 89	97	99	107	86	98	/	107
- O=[n+]1ccn([O-])c2ccccc21
→ 98	101	/	108	120	97	133	93
- C=C(C)CN(C#N)CC(=C)C
→ 90	102	102	108	/	98	99	93
- NC(=O)c1cc2cc(CN3CCCCC3)ccc2o1
→ 105	104	108	112	105	103	101	91
- COc1cc(C2Cc3ncccc3-c3[nH]c(=O)c4cccnc4c32)cc(OC)c1OC (configuration not stated)
→ 78	-50*	28	66	19	29	57	19
- N#C/C(=C\c1ccc(Cl)cc1Cl)C(=O)NNc1nc2ccccc2[nH]c1=O
→ 107	88	86	103	98	93	99	93
- O=c1[nH]c(SCc2ccccc2)nc2ccccc12
→ 111	100	94	106	106	98	108	101

Compounds from the list above that contain a cyano group, in the order listed:
The line under a structure holds: MALME-3M	MDA-MB-435	UACC-62	SK-MEL-28	SK-MEL-2	LOX IMVI	UACC-257	SK-MEL-5
- CSc1[nH]n(C2=Nc3ccccc3Sc3ccccc32)c(=O)c1C#N
→ 130	107	90	109	109	88	106	99
- N#C/C(=C\c1ccc([N+](=O)[O-])s1)c1nc2cc(Br)ccc2s1
→ -81*	0.2*	17	12	-41*	-54*	5.4*	-98*
- CCCSc1nc(Nc2ccc(/C(C)=N\NC(N)=S)cc2)c(C#N)c(-c2ccc(OC)cc2)n1
→ 49	71	88	80	90	68	94	58
- N#Cc1ccc(S(=O)(=O)O)c2ccccc12
→ 123	108	103	112	102	97	109	124
- C=C(C)CN(C#N)CC(=C)C
→ 90	102	102	108	/	98	99	93
- N#C/C(=C\c1ccc(Cl)cc1Cl)C(=O)NNc1nc2ccccc2[nH]c1=O
→ 107	88	86	103	98	93	99	93

Next entries follow.
The line under a structure holds: MALME-3M	MDA-MB-435	UACC-62	SK-MEL-28	SK-MEL-2	LOX IMVI	UACC-257	SK-MEL-5
- O=C1Cc2cc(O)ccc2O1
→ 92	105	101	108	101	83	103	101
- Cn1c(=O)c2nc3n(c2n(C)c1=O)C(=N)C(C(=O)c1ccccc1)N=N3 (configuration not stated)
→ /	106	103	111	100	109	99	109
- CCOC(=O)c1cn2c3c(cc(C)cc3c1=O)C(=O)/C(=C/c1ccccc1)C2
→ 112	107	68	94	96	95	78	91
- Cn1c2ccccc2c2c3c(c4c5ccccc5[nH]c4c21)C(=O)N(OCCCCCC#N)C3=O
→ 113	95	69	95	112	84	114	90
- Cn1c(=O)c2[nH]c(SCC(=O)Nc3ccc(C(=O)/C=C/c4ccc(Br)cc4)cc3)nc2n(C)c1=O
→ 91	102	95	105	99	104	97	99
- CC(C)=NNC(=O)c1ccncc1
→ 99	103	102	109	94	98	97	101
- CSC1C(C#N)C(N)=Nc2c(C#N)cnn21 (configuration not stated)
→ 100	104	90	110	102	95	96	95
- C[n+]1cccc(C#N)c1
→ 105	111	94	115	90	97	70	97
- O=C(N/N=C\c1cccc([N+](=O)[O-])c1)N/N=C/c1cccc([N+](=O)[O-])c1
→ 109	108	93	110	108	103	97	96
- Cc1nc2ccc(Cl)cn2c1-c1nnc(SCc2ccccc2)o1
→ 99	108	69	101	102	89	106	81
- CC(C)=CCC[C@](C)(O)[C@@H]1CC=C(C)CC1
→ 92	101	100	111	101	101	98	101
- Cc1cc(=O)oc2cc(OCCOc3ccc(/C=C/C(=O)Nc4ccccc4[N+](=O)[O-])cc3)ccc12
→ 99	107	97	105	125	104	116	101
- COc1ccc2cc(-c3nn(-c4ccc(C(=O)O)cc4)cc3CO)ccc2c1
→ 106	99	103	112	83	101	103	/
- O=C(/C=C\c1ccnc2ccccc12)c1ccc([N+](=O)[O-])cc1
→ 86&101	47&93	71&83	92&104	94&83	9.9*!	66&90	54&67
- COc1ccc(CNc2nnc(C)c(C)n2)cc1
→ 101	106	99	107	102	105	96	100
- Nc1cc(=O)n(-c2ccccc2)nc1Cl
→ 99	110	89	113	90	94	64	105
- CC(=O)C(CCCN(C)C)(c1ccccc1)c1ccccc1
→ 96	102	/	102	93	97	79	105
- COc1ccc(NC(=O)c2c(Nc3ccc(OC)cc3OC)[nH]n3c(=O)cc(-c4ccccc4)nc23)c(OC)c1
→ 102	90	68	93	99	80	107	94
- OCC1OC(n2cnc3c(NO)ncnc32)C(O)C1O (configuration not stated)
→ 98	107	99	98	106	100	100	103
- C=C(C)[C@@H]1CC[C@]2(C(=O)NCCNCCNCCN)CC[C@]3(C)[C@H](CC[C@@H]4[C@@]5(C)CCC(=O)C(C)(C)[C@@H]5CC[C@]43C)[C@@H]12
→ -73*[100 µM]	-50*[100 µM]	-78*[100 µM]	-74*[100 µM]	56[100 µM]	-68*[100 µM]	-11*[100 µM]	-86*[100 µM]
- COC1=CC(=O)c2nc(Cl)ccc2C1=O
→ 130	-42*	17	111	/	-96*	-31*	/
- O=C(Nc1ccc(OCc2ccccn2)c(Cl)c1)c1cccnn1
→ 113	95	98	104	107	103	103	104
- C(=C/c1ccnc(/C=C/c2ccccc2)c1)/c1ccccc1
→ 103	102	113	106	104	104	102	100
- Cc1ccc(S(=O)(=O)N(c2ccc(Cl)cc2)c2ccc(Br)cc2C(=O)O)cc1
→ /	107	105	119	107	/	101	/
- CC1CCc2c(sc3nc(SCC(=O)N/N=C/c4ccc(O)c(O)c4)n(-c4ccccc4)c(=O)c23)C1 (configuration not stated)
→ 83	64	60	73	94	50	91	53
- Nc1cc(Nc2ccc(Cl)c(Cl)c2)nc(=O)[nH]1
→ 100	105	89	118	108	97	119	93
- COc1cc2c(Nc3ccc(NC(=O)Nc4ccc(Cl)c(C(F)(F)F)c4)c(Cl)c3)ncnc2cc1OCCCN1CCN(C)CC1
→ -51*	-71*	0.2*	36	-38*	-88*	55	-45*
- COC(=O)c1c(C)[nH]c2c3c(c(OCCC#N)cc12)[C@H]1C[C@@H]2[C@@]4(C)CCCC(C)(C(=O)OC)[C@@H]4CC[C@@]32C=C1C(C)C (some centres not stated)
→ 95	105	80	106	96	103	102	99
- N#Cc1c(Br)[nH]c2ncnc(N)c12
→ 115	106	92	99	113	91	114	101
- O=Cc1ccc([N+](=O)[O-])s1
→ 115	110	80	99	107	86	97	102
- CCOC(=O)Cn1c(=O)c2c3ccccc3n(C)c2n2nnc(-c3ccccc3)c12
→ 94	99	73	87	97	86	109	74
- Cc1ccc2ncc(-c3nnn(-c4ccc([N+](=O)[O-])cc4)c3C)c(C(=O)O)c2c1
→ 93	109	88	108	97	106	88	106
- CCC(=O)OC(C)COc1ccc(C(C)(C)C)cc1 (configuration not stated)
→ 110	109	87	100	118	96	107	102
- CCCCNc1ccc2c3c(cccc13)C(=O)N(c1cccc(-c3nn(-c4ccccc4)cc3-c3nc4ccccc4s3)c1)C2=O
→ 103	106	88	101	98	94	113	96
- CCCNc1ncnc2c1cnn2C
→ 94	107	102	103	/	103	/	102
- C=CCN1C(=O)CS/C1=N\Nc1cc(=O)[nH]c2ccc(C)cc12
→ 100	100	93	106	104	97	99	101
- Nc1cc(N)c(O)c(N)c1
→ 110	102	100	110	112	95	/	105
- O=C(/C=C/c1ccccc1)c1ccc(NC(=O)c2cc3cc4ccccc4nc3s2)cc1
→ 63	83	89	107	94	75	108	99
- Cc1ccc(C(=O)c2ccc3nc(-c4ccc(Br)cc4)n(C)c3c2)cc1
→ 115	102	100	103	110	102	106	100
- Cc1cc2c(cc1CCl)C(C)(C)CCC2(C)C
→ 96	105	102	101	96	99	91	103
- CCCCCCCCCCCC[Si](F)(CCCCCCCC)CCCCCCCC
→ 93	100	107	112	117	88	119	118
- Cc1ccccc1NC(=O)Cn1cc(CN2CCN(c3ccnc4cc(Cl)ccc34)CC2)nn1
→ 109	99	84	100	110	98	109	91
- Cc1cc(=S)n(C)c2ccccc12
→ 77	90	94	103	91	99	94	102
- N=c1c(C(=O)OCc2ccccc2)ncc(CCl)n1O
→ 113	96	91	98	/	42	82	97
- COc1ccc2cc(C(C)=O)c3ccccc3c2c1
→ 107	104	100	111	117	102	106	101
- CC1(c2ccccc2)CC(c2ccccc2)=C(C#N)C(=O)N1 (configuration not stated)
→ 89	102	98	105	/	92	96	113
- CCOCCOC(=O)CCCCCCCCC(=O)OCCOCC
→ /	116	105	111	116	97	99	103
